Bioassay records: PubChem, several laboratories
M18AAP inhibitor = PfM18AAP inhibitors, malaria aminopeptidase, primary screen, biochemical, QFRET, recombinant enzyme; actives 1.2% (n = 290,000); inhibition, % at 7.35 µM; H-Glu-NHMec fluorogenic cleavage;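 active means inhibition above the campaign mean inhibition over all tested compounds plus 3 SD, cut at about 28% in these data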;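 further: 0% = plate median of test compound wells and 100% = 2 mM ZnCl2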
DNA FID counter = compounds displacing fluorescent DNA intercalator, primary screen, artefact control for HCV NS3 helicase inhibitor project, biochemical, FID fluorescence. actives 0.17% (n = 290,000). DNA fluorescent intercalator displacement. inhibition, % at 7.9 µM; in the data active means inhibition above about 37%;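 further: 0% = vehicle and 100% = reference compound; higher means more ethidium bromide displaced from hairpin DNA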
MEKK3 PB1 HTS = modulators of MEKK3-MEK5 PB1 binding, primary screen, biochemical, wildtype MEKK3, multiplex bead flow cytometry, Alexa488-MEK5; bead-based flow cytometry, Alexa488-MEK5 binding to MEKK3; actives lie on both sides; 0 = blocked by unlabeled MEK5, 100 = vehicle; binding response (% of control), % at 10 µM; actives 1.4% (n = 290,000); AID 1529, 2009;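 active means binding response more than 3 SD above or below the average of its plate-row segment, actives on both sides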;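 further: Alexa488 bead fluorescence after subtracting the streptavidin-only scavenger bead signal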
Target sequence (Q99759 whole entry, looked up): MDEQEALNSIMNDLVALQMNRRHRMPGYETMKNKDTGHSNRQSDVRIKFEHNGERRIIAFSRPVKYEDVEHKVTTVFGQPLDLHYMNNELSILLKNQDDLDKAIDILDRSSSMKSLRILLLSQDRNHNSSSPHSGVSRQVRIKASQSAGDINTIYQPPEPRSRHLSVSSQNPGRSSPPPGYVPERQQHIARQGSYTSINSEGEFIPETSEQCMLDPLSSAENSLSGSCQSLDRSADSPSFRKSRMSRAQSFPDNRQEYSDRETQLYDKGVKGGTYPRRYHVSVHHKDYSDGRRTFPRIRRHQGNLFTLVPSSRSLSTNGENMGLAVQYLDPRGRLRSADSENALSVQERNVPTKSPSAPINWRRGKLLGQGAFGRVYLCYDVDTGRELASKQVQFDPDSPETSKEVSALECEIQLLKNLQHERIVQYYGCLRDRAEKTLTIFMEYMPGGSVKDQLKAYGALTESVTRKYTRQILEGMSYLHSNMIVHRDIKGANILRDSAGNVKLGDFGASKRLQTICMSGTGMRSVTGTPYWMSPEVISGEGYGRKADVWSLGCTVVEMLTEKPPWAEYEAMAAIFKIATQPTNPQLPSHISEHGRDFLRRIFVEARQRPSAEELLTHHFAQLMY
MEKK2wt PB1 HTS = modulators of MEK5 binding to wildtype MEKK2, primary screen, biochemical, multiplex bead flow cytometry, Alexa488-MEK5 | Mitogen-activated protein kinase kinase kinase 2 (Homo sapiens), Q9Y2U5 | Alexa488-MEK5 binding to MEKK2 WT; actives lie on both sides | binding response (% of control), % at 10 µM | actives 1.1% (n = 290,000); in the data active means binding response below about 67% or above about 130%
OXTR agonist = human OXTR agonists, primary screen, fluorescence, CHO-OTR cells, Fluo-8 calcium; Oxytocin receptor (Homo sapiens), P30559; Fluo-8 calcium fluorescence; normalized: DMSO 0%, oxytocin 100%; activation, % at 3 µM; actives 0.32% (n = 320,000);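 active means activation above the mean of all tested compounds plus 3 SD, cutoff set per screening run, cut at about 20% in these data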;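 further: peak over basal fluorescence ratio from a 100 s FLIPR kinetic read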
Target sequence (P30559 whole entry, looked up): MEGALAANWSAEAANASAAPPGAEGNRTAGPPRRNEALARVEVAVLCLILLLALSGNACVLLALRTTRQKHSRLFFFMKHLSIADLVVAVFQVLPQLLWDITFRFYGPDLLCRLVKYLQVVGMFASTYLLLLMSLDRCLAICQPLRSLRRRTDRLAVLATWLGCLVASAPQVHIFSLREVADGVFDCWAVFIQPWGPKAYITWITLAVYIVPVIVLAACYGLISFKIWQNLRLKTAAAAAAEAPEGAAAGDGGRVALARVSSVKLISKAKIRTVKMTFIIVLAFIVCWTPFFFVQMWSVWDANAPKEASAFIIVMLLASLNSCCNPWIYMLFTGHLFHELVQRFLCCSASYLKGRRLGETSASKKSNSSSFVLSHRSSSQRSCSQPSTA
MEKK2mut PB1 HTS = MEK5 binding signal on mutant MEKK2 PB1, primary screen, biochemical, multiplex bead flow cytometry, Alexa488-MEK5; Alexa488-MEK5 binding to MEKK2 mutant; percent response, % at 10 µM; actives 0.35% (n = 290,000); AID 1530, 2009; in the data active means percent response above about 24%, passing the limit was not always enough; further: inactives centre near 1; some results filed as inactive read as strong as hits; reference of the scale not given here
GPR7 antagonist = GPR7 receptor antagonists, primary screen, cell-based, fluorescence, single concentration. Neuropeptides B/W receptor type 1 (Homo sapiens), P48145. GPR7-expressing cells, fluorescence antagonist assay. inhibition, % at 4.4 µM. actives 1.1% (n = 290,000); in the data active means inhibition above about 16%, passing the limit was not always enough;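 further: cells stimulated with the agonist NPW; 0% = agonist with vehicle and 100% = vehicle without agonist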
NALP1 yeast inh = NALP1 inflammasome inhibitors in reconstituted yeast, colorimetric, S. cerevisiae, triplicate retest | actives 0.61% (n = 280,000) | AID 2071, 2009 | S. cerevisiae NALP1/ASC/caspase-1 growth, X-gal OD620, 72 h | inhibition, % at 10 µM; in the data active means inhibition mostly above about 24%, no sharp cut-off; inactive means mostly below about 32%; further: some compounds called inactive have numbers as strong as hits
PHOSPHO1 block = PubChem AID 1565; Phosphoethanolamine/phosphocholine phosphatase (Homo sapiens), Q8TCT1; recombinant PHOSPHO1, absorbance phosphatase assay; inhibition, % at 13.3 µM; actives 1.1% (n = 290,000); in the data active means inhibition above about 60%
Starred values were filed as active, the others as inactive; . = not tested or not shown. Hits appear at their usual frequency. Share with any hit: about 6.2%.

SMILES | M18AAP inhibitor | DNA FID counter | MEKK3 PB1 HTS | MEKK2wt PB1 HTS | OXTR agonist | MEKK2mut PB1 HTS | GPR7 antagonist | NALP1 yeast inh | PHOSPHO1 block
O=C(Nc1cccc(Cl)c1Cl)C1CCCO1 (stereo not given) | -0.7 | -1.1 | 104.0 | 100.0 | -1.6 | 4.0 | -8.5 | 15.3 | 13.5
Cc1nc2ccccc2c(=O)n1NC(=O)c1ccc(C(C)(C)C)cc1 | 3.1 | -8.8 | 104.0 | 99.0 | -0.6 | 3.0 | -8.0 | 8.8 | 28.0
Cc1ccn2c(Nc3ccccc3)c(-c3ccccn3)nc2c1 | 1.6 | -3.0 | 97.0 | 113.0 | -2.2 | 8.0 | -11.7 | -8.8 | -12.4
CCCCCCC(=O)N(O)C1CC(=O)N(c2ccc(C)cc2)C1=O (stereo not given) | -79.8 | -18.2 | 99.0 | 92.0 | -0.6 | -1.0 | 5.0 | 2.5 | -13.6
Cc1cc(=O)n2[nH]c(=O)c(N=Nc3ccccc3)c2[nH]1 | 22.5 | 2.3 | 98.0 | 98.0 | 0.4 | -2.0 | -7.7 | -1.3 | 8.1
COc1ccc(-c2cc(C(=O)NCCN3CCOCC3)c3cc(C(C)C)ccc3n2)cc1 | 5.7 | 8.8 | 101.0 | 102.0 | 0.0 | 4.0 | -6.2 | 10.8 | 41.2
CCOc1ccc(Br)cc1S(=O)(=O)Nc1ccc(N2CCOCC2)cc1 | 3.4 | -17.8 | 101.0 | 100.0 | 5.2 | 1.0 | 5.8 | -6.9 | 41.8
CCOC(=O)c1ccc(N2C(=O)CC(Sc3nc(O)c(CC)c(=O)[nH]3)C2=O)cc1 (stereo not given) | 13.4 | -4.3 | 109.0 | 112.0 | -0.2 | 11.0 | -13.2 | -4.5 | 5.4
OCCCc1nc2ccccc2n1Cc1ccccc1 | -10.6 | -13.6 | 100.0 | 105.0 | . | 6.0 | 6.6 | 14.2 | 23.9
O=C(Nc1ccc(Cl)cc1)N1CCCC1 | -0.5 | 0.8 | 100.0 | 100.0 | 0.8 | -2.0 | -1.9 | 5.1 | 25.6
N#Cc1c(N)n(-c2ccccc2N)c2nc3ccccc3nc12 | 1.8 | -5.6 | 95.0 | 97.0 | 1.5 | -16.0 | -11.2 | . | 32.2
O=C(NC1CCCCC1)C(c1ccc(F)cc1)N(Cc1cccs1)C(=O)CN1C(=O)c2ccccc2S1(=O)=O (stereo not given) | 2.9 | -1.4 | 91.0 | 90.0 | -1.6 | -1.0 | -1.5 | 15.6 | -11.9
COc1cccc(N(CC(=O)NCCSc2ccccn2)S(C)(=O)=O)c1 | 0.4 | -9.3 | 101.0 | 100.0 | -0.8 | 1.0 | -14.6 | -4.8 | -47.7
C=CCN1C(=O)C(Cc2ccccc2)S/C1=N/N=C/c1cccs1 (stereo not given) | -2.9 | -10.2 | 108.0 | 103.0 | -0.3 | 3.0 | -10.7 | 2.0 | 7.2
c1ccc(-c2nnsc2Sc2ccccn2)cc1 | 4.9 | -5.8 | 112.0 | 107.0 | -2.4 | 3.0 | 5.4 | -12.2 | -15.6
O=C(CSc1ccc(-c2ccccc2)nn1)c1cccs1 | 2.0 | -7.2 | 102.0 | 99.0 | -2.2 | 1.0 | -4.7 | 16.7 | 25.6
CCCn1c(C2CCCN2c2nc(-c3cccc(Br)c3)cs2)nc2ccccc21 (stereo not given) | 14.1 | -25.8 | 106.0 | 115.0 | -0.4 | 3.0 | -11.6 | 4.7 | -1.7
CC(NC(=O)C1CCC(C)(C(=O)O)C1(C)C)c1ccccc1 (stereo not given) | -7.9 | -1.6 | 102.0 | 102.0 | -0.6 | 2.0 | 7.2 | 14.5 | 34.3
CC(C)OC(=O)C1=C(N)N2C(=O)CSC2=C(C(=O)OC(C)C)C1 | -1.9 | -21.8 | 96.0 | 103.0 | 0.0 | 4.0 | -19.6 | -1.2 | -2.9
c1ccc(-c2nn3nnnc3c3ccccc23)cc1 | 5.9 | -2.5 | 98.0 | 99.0 | -1.3 | -3.0 | -6.8 | 8.6 | 14.1

An excerpt from above in order of SMILES length, ascending.
SMILES | M18AAP inhibitor | DNA FID counter | MEKK3 PB1 HTS | MEKK2wt PB1 HTS | OXTR agonist | MEKK2mut PB1 HTS | GPR7 antagonist | NALP1 yeast inh | PHOSPHO1 block
c1ccc(-c2nnsc2Sc2ccccn2)cc1 | 4.9 | -5.8 | 112.0 | 107.0 | -2.4 | 3.0 | 5.4 | -12.2 | -15.6
N#Cc1c(N)n(-c2ccccc2N)c2nc3ccccc3nc12 | 1.8 | -5.6 | 95.0 | 97.0 | 1.5 | -16.0 | -11.2 | . | 32.2
C=CCN1C(=O)C(Cc2ccccc2)S/C1=N/N=C/c1cccs1 (stereo not given) | -2.9 | -10.2 | 108.0 | 103.0 | -0.3 | 3.0 | -10.7 | 2.0 | 7.2
COc1cccc(N(CC(=O)NCCSc2ccccn2)S(C)(=O)=O)c1 | 0.4 | -9.3 | 101.0 | 100.0 | -0.8 | 1.0 | -14.6 | -4.8 | -47.7
CC(C)OC(=O)C1=C(N)N2C(=O)CSC2=C(C(=O)OC(C)C)C1 | -1.9 | -21.8 | 96.0 | 103.0 | 0.0 | 4.0 | -19.6 | -1.2 | -2.9
CCOC(=O)c1ccc(N2C(=O)CC(Sc3nc(O)c(CC)c(=O)[nH]3)C2=O)cc1 (stereo not given) | 13.4 | -4.3 | 109.0 | 112.0 | -0.2 | 11.0 | -13.2 | -4.5 | 5.4

Going on with the list:
SMILES | M18AAP inhibitor | DNA FID counter | MEKK3 PB1 HTS | MEKK2wt PB1 HTS | OXTR agonist | MEKK2mut PB1 HTS | GPR7 antagonist | NALP1 yeast inh | PHOSPHO1 block
CCOC(=O)N1CCC(=NNC(=O)COc2ccc(OC)cc2)CC1 | -0.8 | -3.9 | 100.0 | 104.0 | -1.0 | 14.0 | -11.2 | 15.7 | -11.2
O=C(O)c1cccc(N2C(=O)c3cc4cccc(Br)c4cc3C2=O)c1 | -6.0 | -13.5 | 96.0 | 102.0 | 0.1 | -5.0 | 37.9* | 10.8 | 28.6
CC(C)CC(NC(=O)C1CCCN1C(=O)CNC(=O)OCc1ccccc1)C(=O)O (stereo not given) | -2.7 | -9.9 | 101.0 | 104.0 | 0.4 | 5.0 | -15.9 | 8.7 | 35.1
COc1ccc(-c2ccc(SCC(=O)Nc3nccs3)nn2)cc1OC | -8.4 | -15.8 | . | . | -1.4 | . | 3.4 | 5.3 | 21.4
Cc1ccc(NC(=O)CCc2nnc3ccc(N4CCC5(CC4)OCCO5)nn23)nc1 | 0.6 | -19.9 | 100.0 | 102.0 | 0.4 | -9.0 | 12.5 | 13.6 | 52.6
CCOC(=O)c1cccc(NC(=O)CCc2nc(-c3ccc(C)cc3)no2)c1 | 0.0 | -3.0 | 102.0 | 103.0 | 1.9 | 5.0 | -17.5 | 11.6 | 5.2
O=S(=O)(c1ccc(-c2ccno2)s1)N1CCCCC1 | 11.0 | -5.2 | 99.0 | 107.0 | -0.6 | 7.0 | 1.9 | 2.1 | 38.3
Cc1ccc(NC(=O)CN2CCCCCC2)cc1[N+](=O)[O-] | 11.1 | 1.3 | 80.0 | 87.0 | -0.6 | -8.0 | 10.2 | -5.2 | 31.9
CCOc1ccc(CNC(=O)CCC(=O)N2Cc3cccc(OC)c3Oc3ncccc32)cc1 | -13.8 | -35.4 | 100.0 | 97.0 | -2.0 | -2.0 | -14.8 | 22.4 | 12.1
CCc1ccc(OCCOCC(O)CN(CCO)CCO)cc1 (stereo not given) | 0.6 | 7.2 | 96.0 | 101.0 | -0.3 | -2.0 | -1.6 | 35.9 | -21.2
Cn1c(SCC(=O)NCc2cccs2)nnc1-c1ccco1 | -4.9 | 2.6 | 73.0 | 84.0 | 0.5 | -14.0 | -4.8 | 7.5 | 24.2
CC1(C)Cc2c(sc(NC(=O)Nc3ccccc3)c2C(N)=O)CO1 | 4.1 | -6.4 | 105.0 | 108.0 | 9.3 | 10.0 | 1.9 | -2.4 | 31.1
CCOC(=O)c1c(NC(=O)C2CC2)sc(C)c1CC | 2.2 | -5.4 | 106.0 | 106.0 | -2.3 | 0.0 | -4.2 | 14.7 | -0.3
C/C(=N\N=C(N)N)c1ccc(C)c(C)c1 | -4.6 | -2.6 | 103.0 | 104.0 | 0.4 | 3.0 | -10.7 | -11.0 | 33.4
Cc1ccc(NC(=O)CS(=O)CC(=O)N(CC(=O)NC2CCCC2)c2ccc3c(c2)OCCO3)cc1 (stereo not given) | -2.6 | -35.0 | 100.0 | 94.0 | 0.1 | -5.0 | 3.0 | -21.0 | 3.4
Clc1ccc(Oc2cnc3ccccc3n2)cc1 | -2.2 | 1.2 | 96.0 | 97.0 | -1.7 | -3.0 | -5.9 | 14.9 | 19.4
Cn1nc(C(C)(C)C)c([N+](=O)[O-])c1C(N)=O | 2.3 | 0.8 | 105.0 | 104.0 | 0.9 | -1.0 | -8.7 | 20.4 | 20.0
Cc1ccc(Oc2ccc(N)cc2)cc1 | 0.5 | 0.3 | 105.0 | 107.0 | 0.9 | 4.0 | -2.6 | 7.1 | 8.5
NC(=O)c1ccc(-n2nc(C(F)(F)F)c3c2CCCC3)cc1 | 1.0 | -15.9 | 101.0 | 106.0 | -1.2 | 9.0 | -9.6 | 29.5 | -13.9
NC(=O)c1ccsc1NC(=O)Cc1ccc([N+](=O)[O-])cc1 | 2.6 | 6.2 | 103.0 | 88.0 | 1.6 | -11.0 | 3.9 | 16.7 | -25.8
Cc1cc2cc(CN(Cc3cccs3)C(=S)NCc3ccco3)c(=O)[nH]c2cc1C | -6.0 | -29.6 | 94.0 | 96.0 | -1.5 | -2.0 | 3.3 | 14.3 | -29.6
CCc1nc(N(CC)CC)c2oc3ccccc3c2n1 | 6.4 | -9.8 | 100.0 | 95.0 | -2.4 | 1.0 | -5.8 | . | .
CCOc1ccc(N(CC)C(=O)CCNC(=O)Cn2ccc3ccccc3c2=O)cc1 | 2.7 | -26.2 | 90.0 | 90.0 | -2.0 | -5.0 | -8.6 | -2.1 | 12.6
CN(C)S(=O)(=O)c1ccc(N2CCCC2)c(C(=O)Nc2nc3ccccc3s2)c1 | 2.2 | -18.6 | 97.0 | 97.0 | 0.4 | 0.0 | -4.5 | 45.4 | -16.4
COc1ccccc1NS(=O)(=O)c1ccc(C)c(NC(=O)NC2CCCCC2)c1 | -6.5 | -15.1 | 106.0 | 111.0 | 6.0 | -1.0 | -7.5 | 21.2 | -7.8
CC(NCC(O)COc1ccccc1)C1COc2ccccc2O1 (stereo not given) | -13.2 | 3.2 | 102.0 | 102.0 | 1.3 | -1.0 | 0.4 | 31.0 | 10.9
COc1ccc(/C=C/C(=O)c2ccoc2)cc1 | 5.6 | -1.4 | 102.0 | 101.0 | -2.0 | 10.0 | 12.2 | 0.5 | 12.2
Cc1cc(C)cc(Nc2ccc(C(=O)O)cc2N)c1 | 41.5* | -12.3 | 88.0 | 96.0 | -0.3 | -5.0 | -4.6 | 5.0 | -15.8
COc1ccc(CCN2Cc3c(N)cccc3C2=O)cc1OC | -8.2 | -6.1 | 105.0 | 108.0 | -0.2 | 3.0 | -3.5 | -13.9 | 27.0
CCOc1cc(C)ccc1OCc1nnc(SCC(=O)c2cccc([N+](=O)[O-])c2)n1C | -5.8 | -3.6 | 93.0 | 95.0 | -2.1 | 2.0 | 19.8 | 0.1 | -90.0
O=C(NCCCn1ccnc1)C(=O)NCC(c1cccnc1)N1CCN(c2ccccc2)CC1 (stereo not given) | -8.6 | -10.6 | 105.0 | 100.0 | 1.2 | 6.0 | -11.5 | 24.0 | -8.6
